PAX8 inh HTS – PAX8 transcriptional activity inhibition; RMG-I TPO-luciferase reporter, SteadyGlo, 24 h; inhibition, % at 12.6 µM; actives 1.2% (n = 360,000);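 active = mean replicate inhibition at least 60% with every replicate also reaching 60%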;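 also: luciferase light reporting Pax8 driven TPO promoter activity; plate controls were median of neutral control wells for no effect and mitoxantrone controls for full effect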
FN deposition inh – fibronectin deposition inhibition; inhibition, % at 12.6 µM; AH1F fibroblasts, Alexa488-fibronectin deposition fluorescence, overnight; actives 0.086% (n = 350,000);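 active = mean inhibition across replicates of 30% or more, regardless of how many single replicates reach that level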;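 also: positive control wells lacked labelled fibronectin entirely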
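Schedule: 1 h cell adhesion before compound, then overnight fibronectin incubation; test system: AH1F fibroblast monolayer depositing Alexa488-labelled fibronectin into matrix; quantity: 10000 AH1F cells per well; probe or stimulus: fluorescent fibronectin at 24 nM final; signal: fluorescence, ex 485 nm, em 525 nm; evaluation: percent inhibition as loss of matrix-bound fibronectin fluorescence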
ERAP1 HTS inh – ERAP1 (human) enzyme inhibition. Q9NZ08. recombinant ERAP1, Leu-AMC fluorescence, 60 min. inhibition, % at 10.7 µM. actives 0.15% (n = 340,000). AID 652197;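 active = mean replicate inhibition of at least 30%, or all replicates individually reaching that 30% level; inactive = mean below 30% and not every replicate reaching it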;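 also: 0% = neutral control wells and 100% = L-leucinethiol positive control wells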
Target sequence (Q9NZ08 whole entry, looked up): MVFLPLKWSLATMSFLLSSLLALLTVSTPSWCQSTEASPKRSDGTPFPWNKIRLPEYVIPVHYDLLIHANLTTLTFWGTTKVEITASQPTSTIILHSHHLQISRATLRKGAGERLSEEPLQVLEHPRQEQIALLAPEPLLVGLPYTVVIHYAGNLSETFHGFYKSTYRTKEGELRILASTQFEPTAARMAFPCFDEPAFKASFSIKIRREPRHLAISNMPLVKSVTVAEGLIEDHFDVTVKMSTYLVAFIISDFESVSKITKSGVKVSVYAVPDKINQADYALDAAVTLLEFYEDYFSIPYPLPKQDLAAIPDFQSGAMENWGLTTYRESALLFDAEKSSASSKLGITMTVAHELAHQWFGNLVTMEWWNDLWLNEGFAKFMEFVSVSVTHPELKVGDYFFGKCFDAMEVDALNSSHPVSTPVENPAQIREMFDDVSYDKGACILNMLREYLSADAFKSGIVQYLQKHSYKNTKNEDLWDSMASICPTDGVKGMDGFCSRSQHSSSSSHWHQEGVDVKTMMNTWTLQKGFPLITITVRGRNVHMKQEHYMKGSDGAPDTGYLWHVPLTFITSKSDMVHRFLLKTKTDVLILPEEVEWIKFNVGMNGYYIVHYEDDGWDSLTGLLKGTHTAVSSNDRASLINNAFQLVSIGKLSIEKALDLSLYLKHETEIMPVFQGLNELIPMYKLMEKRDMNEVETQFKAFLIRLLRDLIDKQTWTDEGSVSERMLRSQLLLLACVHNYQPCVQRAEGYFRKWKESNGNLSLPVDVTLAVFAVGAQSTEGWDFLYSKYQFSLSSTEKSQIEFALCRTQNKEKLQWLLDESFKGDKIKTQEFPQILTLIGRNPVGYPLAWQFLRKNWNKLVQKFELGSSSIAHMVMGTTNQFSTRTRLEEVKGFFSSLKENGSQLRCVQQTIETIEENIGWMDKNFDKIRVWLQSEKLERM
PGC1a acetyl inh – modulators of PGC1a acetylation; U2OS PGC1a acetylation, AlphaScreen anti-acetyl-lysine; with virally co-expressed GCN5 acetyltransferase; inhibition, % at 15.6 µM; actives 0.17% (n = 350,000); AID 651687;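 active = every replicate shows inhibition of at least 40%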;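 also: 0% = neutral control wells and 100% = positive control wells; some results beyond the cut were filed as inactive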
EWS-Fli block – blocks EWS/Fli oncoprotein-driven transcription; A673 NR0B1-luciferase reporter, viability-normalised; actives 0.67% (n = 350,000); inhibition, % at 12.6 µM;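 active = mean inhibition of at least 50% after viability correction, with every replicate also passing that limit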;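 also: firefly luciferase signal divided by Alamar Blue viability fluorescence both relative to DMSO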
LGR2 inh – inhibitors of bursicon-induced Drosophila LGR2 receptor cAMP signaling | AID 720647 | inhibition, % at 9.99 µM | actives 0.35% (n = 380,000) | HEK293 LGR2, CRE-luciferase, bursicon-stimulated, 4 h;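 active = drop in luminescence signal, shown as inhibition above about 50% in the replicate tests, limit read from the data, passing the limit was not always enough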;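 also: agonist challenge used bursicon conditioned medium at about half maximal strength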
PglD DTNB – PglD (C. jejuni) enzyme inhibition; AID 602405; actives 0.098% (n = 360,000); purified PglD enzyme, DTNB colorimetric CoA detection; inhibition, % at 12.5 µM; in the data active = inhibition above about 16%, passing the limit was not always enough; also: strong numbers were not always called active
S100A4 inh HTS – blocks human S100A4 binding to myosin IIA peptide; AID 652163; actives 0.14% (n = 360,000); inhibition, % at 10.7 µM; S100A4/TAMRA-MyoIIA peptide fluorescence polarization; P26447;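 active = mean inhibition of at least 70% across replicates, with every replicate also reaching that level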
Target sequence (P26447 whole entry, looked up): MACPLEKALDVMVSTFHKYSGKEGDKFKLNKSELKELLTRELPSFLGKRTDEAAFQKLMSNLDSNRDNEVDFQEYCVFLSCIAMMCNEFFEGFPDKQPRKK
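assay system = human S100A4 monomer with TAMRA-labelled myosin IIA peptide | also added = labelled myosin peptide probe, 5 nM | incubation = 5 min between mix addition and reading | control set = DMSO and TFP controls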
* = called active by the depositor; / = not tested or not shown; & = joins results of further samples.

Preview (four entries):
SMILES	PAX8 inh HTS	FN deposition inh	ERAP1 HTS inh	PGC1a acetyl inh	EWS-Fli block	LGR2 inh	PglD DTNB	S100A4 inh HTS
O=C(CSc1nnc(Cn2c(=O)sc3ccccc32)n1CCc1ccccc1)N1CCOCC1	/	15.8	/	-17.8	/	-21.1	-1.0	/
CC(C)NC(=O)Nc1ccc2c(c1)C(=O)N([C@@H](C)CO)C[C@H](C)[C@@H](CN(C)CC1CC1)OCCCC[C@H](C)O2	-24.7	/	/	8.4	-3.3	6.1	/	/
CN1OC[C@@H]2CN(C(=S)Nc3cc(C(F)(F)F)cc(C(F)(F)F)c3)[C@H](c3ccccc3Br)C[C@@H]21	83.8*	-26.5	2.5	/	10.5	8.1	/	-12.2
CCOC(=O)C1CCCN(S(=O)(=O)c2ccc(-n3cnnn3)c(C)c2)C1 (stereo not given)	3.9	2.5	-4.7	/	6.5	-10.2	-11.0	-9.3

This part in full, previewed entries included:
SMILES	PAX8 inh HTS	FN deposition inh	ERAP1 HTS inh	PGC1a acetyl inh	EWS-Fli block	LGR2 inh	PglD DTNB	S100A4 inh HTS
O=C(CSc1nnc(Cn2c(=O)sc3ccccc32)n1CCc1ccccc1)N1CCOCC1	/	15.8	/	-17.8	/	-21.1	-1.0	/
CC(C)NC(=O)Nc1ccc2c(c1)C(=O)N([C@@H](C)CO)C[C@H](C)[C@@H](CN(C)CC1CC1)OCCCC[C@H](C)O2	-24.7	/	/	8.4	-3.3	6.1	/	/
CN1OC[C@@H]2CN(C(=S)Nc3cc(C(F)(F)F)cc(C(F)(F)F)c3)[C@H](c3ccccc3Br)C[C@@H]21	83.8*	-26.5	2.5	/	10.5	8.1	/	-12.2
CCOC(=O)C1CCCN(S(=O)(=O)c2ccc(-n3cnnn3)c(C)c2)C1 (stereo not given)	3.9	2.5	-4.7	/	6.5	-10.2	-11.0	-9.3
FC(F)(F)c1ccccc1Cc1c(C2CCCCC2)nc2c3ccccc3ccn12	13.9	3.5	-8.5	1.7	1.7	-7.2	0.9	2.0
Nc1nc2ccccc2n1/N=C/c1ccc(Br)cc1	/	/	-1.4	7.0	-94.3	-46.8	-6.1	1.7
CCCN(C)C[C@@H]1OCCCC[C@@H](C)Oc2ccc(NS(=O)(=O)c3ccc(F)cc3)cc2C(=O)N([C@@H](C)CO)C[C@@H]1C	19.1	-2.7	-2.7	0.4	1.6	13.6	0.9	-32.9
Cc1ccc(-c2nnn(CC(=O)N(CCCO)C(C(=O)NC3CCCC3)c3ccc(F)cc3)n2)o1 (stereo not given)	2.5	-6.6	-1.8	/	3.5	-5.4	1.2	-1.6
CC(C)[C@@H](COc1ccccc1)N1CCN(Cc2ccccc2)CCC1=O	10.2	-1.5	-4.8	-10.4	-7.8	0.3	5.5	0.3
CN1CCN(CC(O)(c2ccc(Cl)cc2)c2ccc(Cl)cc2)CC1	14.4	/	4.2	2.0	4.9	-2.0	-8.6	-2.2
Cc1ccc(-c2c(C(=O)c3ccccc3)[nH]c(N)c2C(=O)NCCc2c[nH]c3ccccc23)cc1	-8.2	-3.5	-2.5	/	-7.6	7.4	/	4.3
O=C(CN(Cc1ccccc1)C(=O)CCl)c1cccc(Br)c1	43.6	-2.7	-3.0	-13.7	49.5	24.6	4.8	-5.2
CC(C)CN1CCC(=O)N(CCO)CC1	3.7	-0.9	/	2.4	6.5	2.2	3.5	/
CCOC(=O)c1c(CN(CC)CC)oc2cc(Br)c(O)cc12	-4.5	-10.9	3.0	-5.6	3.6	-16.8	1.0	-0.1
COc1ccc(C(=O)Nn2c(SCC(=O)NC3CCCCC3)nc3ccccc3c2=O)cc1	-11.2	-3.8	/	-3.5	/	/	3.2	/
C[C@H]1CN([C@@H](C)CO)C(=O)c2cc(C#CC3CC3)cnc2O[C@@H]1CN(C)C(=O)c1ccc(F)cc1	/	/	0.2	-7.2	-5.2	-1.0	1.1	-32.9
CC(C)N1C(=O)C(Cc2nc3ccccc3c(=O)n2-c2ccccc2)c2ccccc21 (stereo not given)	/	/	6.3	-5.7	5.1	-8.3	-1.4	3.0
COc1ccc(NC(=O)Nc2ccc3c(c2)C(=O)N([C@H](C)CO)C[C@H](C)[C@@H](CN(C)CC2CC2)OCCCC[C@H](C)O3)cc1	-3.4	-0.5	2.6	3.5	/	-6.5	-2.0	-4.2
Cc1cnc(NC(=O)CC2OC(=O)c3ccccc32)s1 (stereo not given)	/	5.1	5.0	/	-2.5	-9.1	-3.2	3.6
CC(=O)NC(Cc1ccccc1C)C(=O)NC1CCN(C(=O)NCc2ccccc2)CC1 (stereo not given)	-2.0	4.5	-0.8	9.4	8.9	0.5	2.7	-1.1
CC1(C)Cc2cccc(OCC(=O)OCC(=O)c3ccccc3)c2O1	-0.8	-9.1	-0.5	0.8	4.9	-8.5	0.9	-3.8
CC(C)C(=O)Nc1cccc(-c2csc(-c3ccccc3)n2)c1	-82.7	5.0	8.1	/	-17.8	-46.9	0.9	1.8
O=C(Nc1ccc(Cl)c(Cl)c1)N[C@@H]1CC[C@@H](CCn2cc(C3CC3)nn2)O[C@@H]1CO	-4.5	-7.1	-0.5	-4.8	2.6	1.5	-2.0	13.9
COC(=O)[C@@H]1[C@@H](CO)[C@@H]2Cn3c(ccc(-c4ccccc4F)c3=O)[C@@H]2N1C(=O)CC1CC1	18.3	/	0.2	/	-2.4	-5.9	-0.1	-3.8
COc1ccc(C2/C=C\CN(C(=O)Nc3ccccc3)CC(=O)N2Cc2ccc(F)cc2)cc1 (stereo not given)	9.7	-2.5	0.5	0.0	-4.4	4.4	-1.0	-2.4
The list continues:
SMILES	PAX8 inh HTS	FN deposition inh	ERAP1 HTS inh	PGC1a acetyl inh	EWS-Fli block	LGR2 inh	PglD DTNB	S100A4 inh HTS
COc1ccc2c(c1)CC/C(=C\C=C\c1ccccc1OC)C2=O	-128.2	-0.7	/	-8.6	/	/	-1.5	/
C[C@@H]1CN([C@H](C)CO)C(=O)c2cc(NC(=O)C3CC3)ccc2O[C@H]1CN(C)C(=O)Nc1ccc2c(c1)OCO2	-14.1	/	-0.5	/	-13.5	7.6	0.6	6.9
CCOC(=O)C1(C)C(=O)CC2c3nc4ccccc4cc3CN2C1=O (stereo not given)	22.6	1.4	-0.6	-6.6	-5.9	/	1.5	-3.2
CC1CCCC(C)N1C(=O)Nc1cccc(Cl)c1 (stereo not given)	-3.8	7.8	/	-3.9	/	/	3.0	/
CC1CC(C)(C)CC2(C1)NC(=O)N(CC(=O)Nc1c(F)cccc1F)C2=O (stereo not given)	7.0	-1.8	-6.7	4.3	5.6	-11.2	-3.1	-2.0
O=C(COC(=O)/C=C/c1ccc(F)cc1)NCC1CCCO1 (stereo not given)	4.6	-3.4	0.1	/	9.6	5.9	-9.0	-1.3
COc1ccc(C2OCC3(O)C(c4ccc(OC)c(OC)c4)OCC23)cc1OC (stereo not given)	/	/	-4.2	1.6	-6.4	-18.0	0.2	4.9
Cc1cccnc1NS(=O)(=O)c1cccc([N+](=O)[O-])c1	26.1	3.8	0.2	/	-6.3	-13.5	1.9	2.0
COc1ccc(N2CCC(CNC(=S)Nc3c(C)cccc3C)C2)cc1 (stereo not given)	-4.2	-8.5	-0.4	8.3	7.1	16.1	6.3	-11.2
CN(Cc1ccccc1)C(=O)CCC1CCN(C(=O)c2ccco2)CC1	-4.3	1.7	-0.9	-7.1	2.1	-0.1	-0.4	-3.3
CN1CCC(OC(=O)COc2ccccc2)CC1	25.2	7.8	/	5.6	/	/	-2.7	/
C[C@H](CO)N1C[C@H](C)[C@@H](CN(C)C)Oc2cc(-c3ccc(F)cc3)ccc2S1(=O)=O	/	-6.1	2.0	-2.3	4.1	-7.0	1.6	-15.1
COc1ccc(S(=O)(=O)N2CCCCC2)cc1NC(=O)Cc1cccc(C(F)(F)F)c1	10.0	2.0	-8.3	-1.5	22.1	0.8	-5.4	-0.9
C[C@H](CO)N1C[C@H](C)[C@@H](CN(C)C)Oc2ccc(NC(=O)Nc3ccc(C(F)(F)F)cc3)cc2CC1=O	43.3	/	0.0	1.7	47.5	-12.9	-6.5	1.4
CCOC(=O)c1c(C)[nH]c(C)c1C(=O)COC(=O)c1cc2ccccc2cc1OC	19.4	-6.0	/	-7.2	/	3.1	-1.7	/
COc1cccc(NC(=O)CSc2nn3c(=O)c(C)nnc3s2)c1	-12.6	/	-1.1	/	/	-4.2	0.8	-5.4
CC(=O)N1Cc2[nH]c3ccccc3c2CC1C(=O)O (stereo not given)	24.9	5.7	-3.0	-1.1	12.0	14.4	-1.9	3.0
CC(C)(C)OC(=O)N1CCC(C(=O)Nc2cccc(C(=O)NCCCc3ccccc3)c2)CC1	6.0	-3.0	/	2.2	8.8	15.2	-6.0	-2.0
CCOc1ccc(NC(=O)COC(=O)c2ccc3ncsc3c2)cc1OCC	-33.9	-5.4	-5.4	/	-15.4	-10.4	/	-0.9
CCOc1ccc(NC(=O)C2CCN(S(=O)(=O)c3ccc4c(c3)NC(=O)C(C)S4)CC2)cc1 (stereo not given)	18.4	-4.2	-3.1	8.6	/	-17.5	/	-2.0
C[C@@H]1CN([C@H](C)CO)C(=O)c2cc(/C=C/c3ccccc3)cnc2O[C@@H]1CN(C)C(=O)c1ccncc1	/	/	2.8	6.7	-7.8	-3.0	-2.7	-1.9
COc1ccc2nc(N/C(N)=N/C(=S)Nc3ccccc3)nc(C)c2c1	-62.5	1.3	9.5	-2.4	-29.8	/	/	-4.3
CN(C)S(=O)(=O)c1cccc(-c2cn3cccnc3n2)c1	5.3	-6.1	-6.4	-12.3	-20.1	-2.5	/	0.6
CCc1nnc(NS(=O)(=O)c2ccc(NC(=O)c3cc(Cl)ccc3[N+](=O)[O-])cc2)s1	-26.5	-2.3	-3.4	-12.6	13.4	-4.5	4.9	0.2
COC(=O)c1ccccc1NC(=O)CCCn1nc([N+](=O)[O-])cc1C	-8.4	1.1	/	-9.7	4.5	-3.1	-7.1	1.9
The listing continues:
SMILES	PAX8 inh HTS	FN deposition inh	ERAP1 HTS inh	PGC1a acetyl inh	EWS-Fli block	LGR2 inh	PglD DTNB	S100A4 inh HTS
C=C1C(=O)OC2C1CCC(C)=CCCC1(C)OC21 (stereo not given)	107.7*	3.2	1.5	/	-2.4	2.5	/	-6.8
Cc1ccc(C(=O)OCC(=O)Nc2cc(C(C)(C)C)nn2-c2ccccc2)c(O)c1	21.5	-7.3	0.8	/	0.3	6.0	-4.4	-7.0
COc1ccc(NC(=O)c2cc(C(=O)Nc3ccc(OC)cc3OC)cc([N+](=O)[O-])c2)c(OC)c1	7.4	9.3	-2.4	-0.8	12.9	4.1	-2.3	-1.8
C[C@@H]1CN([C@H](C)CO)C(=O)Cc2cc(NS(=O)(=O)c3ccccc3)ccc2O[C@H]1CN(C)C(=O)Nc1ccc(F)cc1	-18.0	-2.8	-1.0	2.8	-0.9	-17.7	7.2	-22.2
Cc1cccc(N2CC(C(=O)Nc3ccc(S(=O)(=O)N4CCOCC4)cc3)CC2=O)c1C (stereo not given)	-10.8	10.8	-6.0	/	4.6	-8.8	0.7	-0.2
CC(=O)/C(=N/Nc1ccc(Br)cc1)Sc1cccc2cccnc12	23.3	-6.5	0.9	/	-12.2	7.8	/	-6.4
O=C(N[C@@H]1CC[C@H](CCNS(=O)(=O)c2ccccc2Cl)O[C@H]1CO)c1ccccc1	-3.8	/	0.5	0.4	6.6	2.5	-2.6	-5.4
COc1ccc(S(=O)(=O)Nc2cccc3c2O[C@H](CN(C)Cc2ccccc2)[C@@H](C)CN([C@H](C)CO)C3=O)cc1	3.1&-21.6	-20.5	1.6&-0.8	-11.5&-17.6	-0.3&2.5	-11.7&14.1	-4.5&-1.7	-10.7&-10.0
O=C(NCc1ccco1)c1cc(S(=O)(=O)N2CCCCC2)ccc1Cl	-7.6	-5.3	0.1	5.1	3.8	2.4	-4.7	14.4
